Screening data (PubChem)
Integrin act MD = qHTS for Activators of Integrin-Mediated Alleviation for Muscular Dystrophy | alpha7betagal myoblasts, beta-gal FDG fluorescence, 48 h | Potency, µM (series often up to 38.3 µM), for inactives: at the highest dose activation, usual class: activators | hit rate 0.064% among 350,000;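 further: potency means the concentration at half of the fitted maximal effect; 100% = response of the positive control SU9516; nearly all actives have a fitted effect of over 60% in size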
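Alpha7betagal+/- myoblasts (passage 13) were plated 16-24 hr, then exposed to compounds (1:260 dilution of DMSO stock) for 48 hours at 37C. After MPER lysis, β-galactosidase reporter activity was read as FDG fluorescence (ex 480/em 540) after 30 minutes.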
p53 reactivator = qHTS assay for re-activators of p53 using a Luc reporter. H1299 p53-A138V BP100-luciferase reporter, luminescence, 24 h. AID 504706, 2011. Potency, µM (titrated, usually from 92.2 µM), for the others: top-dose activity change, positive = activation, actives largely listed as activators. hit rate 0.063% among 320,000; further: potency means the concentration at half of the fitted maximal effect; % of control where 0% means no effect; nearly all actives have a fitted effect of over 45% in size
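p53-null H1299 cells stably carrying temperature-sensitive p53-A138V and a BP100-luciferase reporter were pinned with compounds (4-point, 1:5 series) and held 24 hrs at 37 deg C. Luminescence was read 10 min after detection reagent.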
Eya2 phos inh = qHTS Assay for Inhibitors of the Phosphatase Activity of Eya2. Protein phosphatase EYA2 (Homo sapiens), O00167. recombinant Eya2, OMFP fluorescence dephosphorylation (OMFP is methylfluorescein phosphate). Potency, µM (highest dose often 76.9 µM), for inactives: at the highest dose activity, negative = inhibition, most hits filed as inhibitors. hit rate 0.006% among 330,000; further: potency means the concentration at half of the fitted maximal effect; on the % scale 0 is the no-effect control and ±100 the full control effect
Target sequence (O00167 whole entry, looked up): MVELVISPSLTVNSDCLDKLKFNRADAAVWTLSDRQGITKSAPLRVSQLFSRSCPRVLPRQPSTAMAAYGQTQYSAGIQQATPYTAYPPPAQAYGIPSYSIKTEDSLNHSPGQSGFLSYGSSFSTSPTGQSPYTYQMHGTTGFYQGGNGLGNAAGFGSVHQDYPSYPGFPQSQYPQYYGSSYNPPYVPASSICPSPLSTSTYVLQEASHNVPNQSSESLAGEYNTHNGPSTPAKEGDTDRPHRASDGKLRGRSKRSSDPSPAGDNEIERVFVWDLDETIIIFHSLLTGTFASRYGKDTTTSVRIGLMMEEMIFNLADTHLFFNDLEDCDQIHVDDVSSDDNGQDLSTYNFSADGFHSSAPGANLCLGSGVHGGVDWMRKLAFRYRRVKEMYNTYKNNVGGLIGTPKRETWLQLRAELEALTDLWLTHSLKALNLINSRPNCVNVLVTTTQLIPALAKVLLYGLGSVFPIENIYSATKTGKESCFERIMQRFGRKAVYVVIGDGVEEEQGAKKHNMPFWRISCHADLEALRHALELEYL
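Eya2 protein (added as 0.2 uM solution) was preincubated with compound for 10 min at ambient temperature in 50 mM HEPES pH 7.5, 50 mM NaCl, 5 uM MgCl2, 0.05% BSA, 1 mM DTT. OMFP (added at 50 uM) then reacted 10 min; fluorescence read at 485/525 nm.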
B2AR arrestin = qHTS assay of beta-arrestin-biased ligands of beta2-adrenergic receptor; beta-arrestin recruitment to beta2AR, cell-based reporter; Potency, µM (series often up to 46.1 µM), for the others: at the highest dose activation, hits mostly activators; hit rate 0.02% among 330,000;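 further: potency means the concentration at half of the fitted maximal effect; 0% = DMSO controls and full agonism = EC100 isoproterenol or metaproterenol; nearly all actives have a fitted effect of over 65% in size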
Target sequence (P07550 whole entry, looked up): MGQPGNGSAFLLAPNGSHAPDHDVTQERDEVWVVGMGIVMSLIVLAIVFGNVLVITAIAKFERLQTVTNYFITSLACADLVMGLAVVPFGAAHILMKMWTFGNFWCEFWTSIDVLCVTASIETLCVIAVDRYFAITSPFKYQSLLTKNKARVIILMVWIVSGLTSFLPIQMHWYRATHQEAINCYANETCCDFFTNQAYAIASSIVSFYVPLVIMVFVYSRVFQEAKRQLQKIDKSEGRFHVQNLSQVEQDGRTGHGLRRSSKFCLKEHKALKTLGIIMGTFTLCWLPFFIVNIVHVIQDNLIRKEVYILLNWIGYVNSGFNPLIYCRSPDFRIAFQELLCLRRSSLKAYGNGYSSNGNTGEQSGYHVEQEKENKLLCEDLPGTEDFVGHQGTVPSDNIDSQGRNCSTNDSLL
BRCA1 expr up = qHTS Assay to Identify Small Molecule Activators of BRCA1 Expression; Potency, µM (doses to about 46.1 µM), inactives show top-dose activation, actives largely listed as activators; MCF7-BRCA1-FFLuc reporter, luminescence, 48 h; response scale: scaled: vehicle 0%, 10 µM genistein 100%; AID 624202, 2012; hit rate 1.1% among 380,000; further: potency means the concentration at half of the fitted maximal effect; nearly all actives have a fitted effect of over 80% in size; some results filed as inactive show a strong effect at the top dose
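48 h compound treatment of MCF7-BRCA1-FFLuc cells (phenol-red free MEM, 37 °C), then 15 min with luciferase substrate and luminescence imaging.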
USP2a block = qHTS Assay for Inhibitors of Ubiquitin-specific Protease USP2a Using CHOP2 as the Reporter. USP2 core, Ub-CHOP2 coupled fluorogenic reporter, 485/531. Potency, µM (titrated, usually from 38.3 µM), without a hit: at the top dose activity change, negative = inhibition, hits mostly inhibitors. hit rate 0.01% among 330,000. AID 463254, 2010;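 further: potency means the concentration at half of the fitted maximal effect; plate controls were DMSO wells for no effect and full inhibition by NEM control for full effect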
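Cell-free coupled assay: 10nM USP2 core preincubated 30min RT with compound in Tris-HCl pH 8.0/CaCl2/CHAPS buffer, then 25nM Ub-CHOP2 and 25nM reporter substrate; fluorescence (Ex 485/Em 531) read after 60min RT, normalized to NEM inhibition, concentration-response curves fitted.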
PTAP TSG101 blk = qHTS Assay for Iinhibitors of HIV-1 Budding by Blocking the Interaction of PTAP/TSG101; Potency, µM (highest dose often 115 µM), without a hit: at the highest dose activity change, negative = inhibition, most hits filed as inhibitors; AID 493005, 2010; Fluorescence polarization, FITC-PTAP peptide / Tsg101 binding; Tumor susceptibility gene 101 protein (Homo sapiens), Q99816; 340,000 tested, under 10 active; active means well fitted inhibition curve with a large enough effect in the main read-out, with a control signal flat, not every such curve was filed as active; inconclusive means small, poorly fitted or top-dose-only effect, or effect the other way, or a change in a side signal; inactive means no such curve, though single readings can be large or run the other way; further: potency means the concentration at half of the fitted maximal effect; % of control where 0% means no effect
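Fluorescence polarization binding of Tsg101 binding domain (10 uM final) to FITC-labeled PTAP peptide (50 nM final) in HEPES pH 7.5 buffer with NaCl, Tween 20, EDTA, TCEP. Compounds added before peptide; binding 20 min at RT.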
ELG1 genotoxic = qHTS screen for small molecules that induce genotoxicity in human embryonic kidney (HEK293T) cells expressing luciferase-tagged ELG1; HEK293T ELG1-luciferase reporter, luminescence, 16 h; Potency, µM (top dose mostly 46 µM), without a hit: at the highest dose activity change, positive = activation, usual class: activators; hit rate 1.3% among 330,000; AID 504466, 2011; further: potency means the concentration at half of the fitted maximal effect; % of control where 0% means no effect; nearly all actives have a fitted effect of over 60% in size
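Quantitative HTS format in 1536-well plates. HEK293T ELG1-luciferase reporter cells receive test compound and are incubated 16 hr at 37 °C, 5% CO2; ONE-Glo added, 30 min room temperature, then luminescence read.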
uPA generation = qHTS for Inhibitors of Cell Surface uPA Generation; Potency, µM (top dose mostly 38.3 µM), for the others: at the top dose activity change, negative = inhibition, hits mostly inhibitors; cell surface uPA generation assay, qHTS; hit rate 0.31% among 330,000; active means well fitted inhibition curve with a large enough effect; inconclusive means small, poorly fitted or top-dose-only effect; inactive means no such curve, though single readings can be large or run the other way; tested in mouse RAW 264.7 cells; further: potency means the concentration at half of the fitted maximal effect; on the % scale 0 is the no-effect control and ±100 the full control effect; nearly all actives have a fitted effect of over 55% in size
TRPV1 agonist = HTS Assay for Compounds that Act as Agonists of the Vanilloid Receptor 1. activation, % at 8.33 µM. hit rate 0.19% among 320,000. TRPV1-expressing cells, Fluo-8 calcium influx, agonist mode; in the data active means activation above about 80%; inconclusive means between about 30% and that limit; further: 0% is about no effect
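Cells expressing TRPV1 were dye-loaded with Fluo-8 and read kinetically: 10 s baseline, 3 min after compound (agonist portion), then 2 min after EC20 capsaicin (allosteric enhancer portion). Calcium-bound dye fluorescence at 480/520 nm.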
ASM inhibitor = Inhibitors of Secretory Acid Sphingomyelinase (S-ASM): qHTS; placental ASM, HMU-PC fluorogenic substrate, 60 min; Potency, µM (doses to about 57.5 µM), inactives show at the highest dose activity change, negative = inhibition, hits mostly inhibitors; hit rate 0.006% among 340,000; Sphingomyelin phosphodiesterase (Homo sapiens), P17405; further: potency means the concentration at half of the fitted maximal effect
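Fluorescence read-out (Ex 386 nm, Em 447 nm) after stopping the reaction at pH 10. Enzyme: ASM from human placenta; substrate HMU-PC0, 9 uM final; 60 min, 37 °C. Compound preincubation 10 min, ambient temperature.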
* hit, by the source's call; [ ] = dose if it differs, or a comment. Unless noted, the call rests on the fitted dose curve; in most records, active means well fitted curve in the direction sought with a large enough effect; inconclusive means small, poorly fitted or top-dose-only effect, or another doubt; inactive means no such curve, though single readings can be large; an effect the other way counts as inactive or inconclusive.

Results for COc1ccccc1OCC(=O)Nc1c2c(nn1-c1ccccc1)CS(=O)(=O)C2 ?
Integrin act MD: inconclusive; p53 reactivator: -20%; Eya2 phos inh: -8%; B2AR arrestin: 0.0%; BRCA1 expr up: 24%; USP2a block: -4%; PTAP TSG101 blk: -6%; ELG1 genotoxic: 0%; uPA generation: -3%; TRPV1 agonist: -3; ASM inhibitor: -2%

What do the screens show for `COc1ccc([C@H]2CC(=O)C=C(c3ccc4c(c3)sc3ccccc34)C2)cc1`?
Integrin act MD: 12%; p53 reactivator: 7%; Eya2 phos inh: -6%; B2AR arrestin: 0.0%; BRCA1 expr up: 10%; USP2a block: 0%; ELG1 genotoxic: 0%; uPA generation: 1%; TRPV1 agonist: 4; ASM inhibitor: -1%

Results for O=C1N(Cc2cccnc2)C[C@@H]2C[C@@H](c3ccc4nsnc4c3)N3CCC[C@@]123 ?
Integrin act MD: -13%; p53 reactivator: -2%; Eya2 phos inh: 9%; B2AR arrestin: -0.5%; BRCA1 expr up: -5%; USP2a block: 1%; PTAP TSG101 blk: -1%; ELG1 genotoxic: 2%; uPA generation: -3%; TRPV1 agonist: -3; ASM inhibitor: 8%

Results for COc1ccc(C(=O)n2c(SC)nc3cc4c(cc32)OCCO4)cc1 ?
Integrin act MD: -6%; p53 reactivator: inconclusive; Eya2 phos inh: -4%; B2AR arrestin: -0.7%; BRCA1 expr up: 15%; USP2a block: 3%; PTAP TSG101 blk: -7%; ELG1 genotoxic: inconclusive; uPA generation: -18%; TRPV1 agonist: 25; ASM inhibitor: -10%

How did O=c1c2c(C(F)(F)F)cc(C(F)(F)F)nc2[nH]n1-c1ccccc1 do in these assays?
Integrin act MD: 25%; p53 reactivator: 2%; Eya2 phos inh: -6%; B2AR arrestin: -0.1%; BRCA1 expr up: -66%; USP2a block: -18%; PTAP TSG101 blk: -5%; ELG1 genotoxic: -26%; TRPV1 agonist: 9; ASM inhibitor: 2%

How did Cc1ccc(CNc2ccc([N+](=O)[O-])cc2C(N)=O)cc1 do in these assays?
Integrin act MD: 29%; p53 reactivator: inconclusive; Eya2 phos inh: 12%; B2AR arrestin: -0.2%; BRCA1 expr up: 7%; USP2a block: -5%; PTAP TSG101 blk: -3%; ELG1 genotoxic: inconclusive; uPA generation: 3%; TRPV1 agonist: -4; ASM inhibitor: -2%

Results for C=CCOc1cccc(/C=N/NC(=O)C(=O)NCc2ccco2)c1 ?
Integrin act MD: 0%; p53 reactivator: 1%; Eya2 phos inh: 1%; B2AR arrestin: -0.2%; BRCA1 expr up: 18%; USP2a block: 5%; PTAP TSG101 blk: -1%; ELG1 genotoxic: 6%; uPA generation: 3%; TRPV1 agonist: 0; ASM inhibitor: 4%

How did COc1cccc(Oc2cn[nH]c2-c2ccc(O)cc2O)c1 do in these assays?
Integrin act MD: 27%; p53 reactivator: -14%; Eya2 phos inh: -11%; B2AR arrestin: -0.1%; BRCA1 expr up: -5%; USP2a block: -3%; PTAP TSG101 blk: -6%; ELG1 genotoxic: -8%; uPA generation: -3%; TRPV1 agonist: -5; ASM inhibitor: -2%

Results for Cc1csc(NC(=O)CNC(=O)OCc2ccccc2)n1 ?
Integrin act MD: -5%; p53 reactivator: -15%; Eya2 phos inh: -4%; B2AR arrestin: -2.0%; BRCA1 expr up: -2%; USP2a block: -9%; PTAP TSG101 blk: -5%; ELG1 genotoxic: -1%; uPA generation: 1%; TRPV1 agonist: 5; ASM inhibitor: -1%

Results for CCCOC(=S)Nc1ccccc1 ?
Integrin act MD: 18%; p53 reactivator: 3%; Eya2 phos inh: 39%; B2AR arrestin: 0.0%; BRCA1 expr up: 2%; USP2a block: -2%; PTAP TSG101 blk: 0%; ELG1 genotoxic: 10%; uPA generation: -1%; TRPV1 agonist: 6; ASM inhibitor: 0%

What do the screens show for `O=C1CC[C@@H]2C[C@@]3(C[C@@H]4CCN1[C@H]24)Nc1cc([N+](=O)[O-])ccc1NC3=NCc1ccccc1`?
Integrin act MD: 6%; BRCA1 expr up: -13%; PTAP TSG101 blk: -4%; uPA generation: 4%; ASM inhibitor: -20%

Results for Cc1ccc(C(O)(CNCc2ccccc2)c2ccccc2)cc1 (stereo not given) ?
Integrin act MD: -3%; p53 reactivator: -3%; Eya2 phos inh: 2%; B2AR arrestin: -0.1%; BRCA1 expr up: -5%; USP2a block: 1%; PTAP TSG101 blk: -3%; ELG1 genotoxic: -6%; uPA generation: -24%; TRPV1 agonist: 12; ASM inhibitor: 2%

Pulled by structure from above:
How did O=c1c2c(C(F)(F)F)cc(C(F)(F)F)nc2[nH]n1-c1ccccc1 do in these assays?
Integrin act MD: 25%; p53 reactivator: 2%; Eya2 phos inh: -6%; B2AR arrestin: -0.1%; BRCA1 expr up: -66%; USP2a block: -18%; PTAP TSG101 blk: -5%; ELG1 genotoxic: -26%; TRPV1 agonist: 9; ASM inhibitor: 2%

What do the screens show for `O=C1CC[C@@H]2C[C@@]3(C[C@@H]4CCN1[C@H]24)Nc1cc([N+](=O)[O-])ccc1NC3=NCc1ccccc1`?
Integrin act MD: 6%; BRCA1 expr up: -13%; PTAP TSG101 blk: -4%; uPA generation: 4%; ASM inhibitor: -20%

(continued)
Results for COc1ccnc(CSC(N)=Nc2ccccc2OC)c1 ?
Integrin act MD: -46%[inhibitor]; p53 reactivator: inconclusive; Eya2 phos inh: -1%; B2AR arrestin: 3.2%; BRCA1 expr up: -12%; USP2a block: 2%; PTAP TSG101 blk: -4%; ELG1 genotoxic: -2%; uPA generation: 0%; TRPV1 agonist: 1; ASM inhibitor: 18%

Results for CC(C)CN1CCC(=O)N([C@H](CN=[N+]=[N-])Cc2ccccc2)CC1 ?
Integrin act MD: 0%; Eya2 phos inh: 4%; B2AR arrestin: -0.4%; BRCA1 expr up: 9%; USP2a block: 1%; PTAP TSG101 blk: 1%; ELG1 genotoxic: 1%; uPA generation: 3%; TRPV1 agonist: 7; ASM inhibitor: -1%

What do the screens show for `NC(=O)C1(N2CCCCC2)CCN(C(=O)c2cccs2)CC1`?
Integrin act MD: -11%; p53 reactivator: -1%; Eya2 phos inh: 12%; B2AR arrestin: -0.4%; BRCA1 expr up: 0%; USP2a block: -2%; PTAP TSG101 blk: 0%; ELG1 genotoxic: 0%; uPA generation: -4%; TRPV1 agonist: 1; ASM inhibitor: 3%

What do the screens show for `O=C(c1ccc(S(=O)(=O)Nc2ccccc2F)cc1)N1CCN(c2ccccn2)CC1`?
p53 reactivator: -3%; Eya2 phos inh: -1%; B2AR arrestin: -0.9%; BRCA1 expr up: 4%; USP2a block: -2%; PTAP TSG101 blk: -15%; ELG1 genotoxic: -2%; uPA generation: -8%; ASM inhibitor: 3%

How did Cc1ccc2c3c([nH]c2c1C)-c1nonc1CC3 do in these assays?
Integrin act MD: 5%; p53 reactivator: inconclusive; Eya2 phos inh: -5%; B2AR arrestin: -0.8%; BRCA1 expr up: 8.9µM*; USP2a block: 3%; PTAP TSG101 blk: -2%; ELG1 genotoxic: inconclusive; uPA generation: 0%; TRPV1 agonist: 5; ASM inhibitor: -3%

Results for O=[N+]([O-])c1ccccc1S(=O)(=O)NC1CCCCCCC1 ?
Integrin act MD: 53%; p53 reactivator: 9%; Eya2 phos inh: 1%; B2AR arrestin: -1.2%; BRCA1 expr up: -5%; USP2a block: -1%; PTAP TSG101 blk: -6%; ELG1 genotoxic: -4%; uPA generation: 1%; TRPV1 agonist: 10; ASM inhibitor: -2%

How did CCOC(=O)c1c(C)[nH]c(C)c1S(=O)(=O)N(C)CC(=O)Nc1cccc(F)c1 do in these assays?
Integrin act MD: -13%; p53 reactivator: inconclusive; Eya2 phos inh: -5%; B2AR arrestin: -0.2%; BRCA1 expr up: -23%; USP2a block: 0%; PTAP TSG101 blk: -4%; ELG1 genotoxic: 0%; uPA generation: 11%; TRPV1 agonist: 9; ASM inhibitor: -5%
